H9c2 protect: protects H9c2 cardiomyocytes from peroxide injury; actives 0.63% (n = 360,000); H2O2 injury protection, ATPLite, 2 h; AID 588492; protection from H2O2 cell death, % at 20 µM;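 active = compounds giving at least 50% protection of heart cells from peroxide-induced death in the single-dose screen, raw or plate-pattern-corrected value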;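 note: 0% = DMSO wells with peroxide and 100% = DMSO wells without peroxide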
CaV13 ICDI inh: Primary screen for inhibitors of IQ motif and Ca2+-dependent inactivation inhibitor domain binding in CACNA1D, Förster resonance energy transfer in living cells, …; AID 743397; inhibition, % at 12.3 µM; HEK cells, CFP/YFP FRET ICDI-IQ, plate reader, 10 min; percent FRET-ratio fall versus neutral wells; actives 0.098% (n = 340,000);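 active = mean replicate inhibition of at least 30% and at least 1% of replicates passing that level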;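 note: 0% = median of the neutral control wells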
HIF-2a inh: inhibitors of HIF-2a; 786-0 RCC cells HIF-2a reporter, luciferase luminescence, overnight; inhibition, % at 18.8 µM; actives 0.72% (n = 360,000); AID 624352;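 active = inhibition of the luminescence signal of 40% or more relative to plate controls, in a single-dose primary screen at 18.75 µM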
m5-HT2A agonist: mouse HTR2A agonism via beta-arrestin recruitment | P35363 | CHO-K1 mHTR2A beta-arrestin complementation, luminescence; percent of 30 µM serotonin response | activation, % at 7.6 µM | actives 0.66% (n = 360,000) | AID 624169;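 active = activation above a run cutoff, the mean activation of all tested compounds plus 3 SD, cut at about 14% in these data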;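 note: 0% = plate median of compound wells and 100% = 30 µM serotonin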
MITF TRPM1 inh: MITF TRPM1 promoter inhibition in SK-MEL-5 cells; SK-MEL-5 TRPM1 promoter luciferase, 24 h; inhibition, % at 12.5 µM; actives 0.83% (n = 330,000); AID 488899;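 active = mean inhibition across replicates of 60% or more, whatever share of single replicates reaches that level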; note: values of inactives mirror those of a sister screen read the other way
hiPSC survival: hiPSC single-cell survival enhancement; survival enhancement, % at 20 µM; ATPlite luminescence; 100% = ROCK inhibitor wells, 0% = DMSO; actives 0.044% (n = 360,000); in the data active = survival enhancement above about 18%;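 note: cells exposed to compounds for 16 hours before the ATP read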
NR2E3 ag-1: activates human photoreceptor nuclear receptor NR2E3; Q9Y5X4; GST-NR2E3/biotin-RetCOR TR-FRET, 1536-well; inhibition of corepressor binding, % at 4.78 µM; actives 0.12% (n = 320,000); AID 2300;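 active = percent inhibition above the cutoff of mean plus 3 SD of all tested compounds, set per screening campaign, cut at about 20% in these data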;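 note: 0% = DMSO wells and 100% = biotin wells as full block of FRET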
Target sequence (Q9Y5X4 whole entry, looked up): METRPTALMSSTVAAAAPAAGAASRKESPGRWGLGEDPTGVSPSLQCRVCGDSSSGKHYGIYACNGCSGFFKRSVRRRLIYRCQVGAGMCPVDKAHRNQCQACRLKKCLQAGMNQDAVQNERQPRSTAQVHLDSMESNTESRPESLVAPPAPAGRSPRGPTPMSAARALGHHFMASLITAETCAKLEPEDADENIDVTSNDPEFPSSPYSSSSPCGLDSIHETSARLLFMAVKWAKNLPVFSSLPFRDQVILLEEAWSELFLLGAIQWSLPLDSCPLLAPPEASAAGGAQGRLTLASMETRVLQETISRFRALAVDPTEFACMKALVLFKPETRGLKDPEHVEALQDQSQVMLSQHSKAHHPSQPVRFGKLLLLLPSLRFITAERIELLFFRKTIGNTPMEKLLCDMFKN
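System: GST-tagged NR2E3 plus biotinylated RetCOR corepressor; Amount: 1.35 nM GST-tagged NR2E3 final; Dosing: single nominal compound dose of 4.8 µM; Schedule: 5 h incubation at 4 °C; Technique: TR-FRET with europium anti-GST and streptavidin-D2, 340 nm excitation; Controls: biotin wells as high control, 0.6% DMSO wells as low control.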
Peg3 prom inh: inhibitors of Peg3 promoter. AID 588405. inhibition, % at 20 µM. actives 1.7% (n = 360,000). HeLa PEG-Prom luciferase reporter, luminescence, overnight;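 active = inhibition of at least 50% at 20 µM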
NR2E3 ag-2: agonists of human NR2E3 nuclear receptor | actives 0.35% (n = 360,000) | CHO-S Gal4-NCOR/VP16-NR2E3 two-hybrid, luciferase | AID 602229 | Q9Y5X4 | inhibition of corepressor binding, % at 3.98 µM;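 active = inhibition above the mean of all tested compounds plus 3 SD, cut at about 70% in these data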;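 note: 0% = DMSO with NR2E3 transfected cells and 100% = cells lacking NR2E3 construct; higher means lower luciferase signal from less NR2E3 corepressor binding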
PDI inh: blocks human protein disulfide isomerase activity. PDI insulin aggregation turbidity, A650, 90 min. P07237. actives 0.052% (n = 350,000). inhibition, % at 10 µM;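 active = mean inhibition across replicates of 30% or more, whatever share of single replicates reach that level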;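 note: absorbance from insulin aggregation driven by PDI reduction with DTT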
Target sequence (P07237 whole entry, looked up): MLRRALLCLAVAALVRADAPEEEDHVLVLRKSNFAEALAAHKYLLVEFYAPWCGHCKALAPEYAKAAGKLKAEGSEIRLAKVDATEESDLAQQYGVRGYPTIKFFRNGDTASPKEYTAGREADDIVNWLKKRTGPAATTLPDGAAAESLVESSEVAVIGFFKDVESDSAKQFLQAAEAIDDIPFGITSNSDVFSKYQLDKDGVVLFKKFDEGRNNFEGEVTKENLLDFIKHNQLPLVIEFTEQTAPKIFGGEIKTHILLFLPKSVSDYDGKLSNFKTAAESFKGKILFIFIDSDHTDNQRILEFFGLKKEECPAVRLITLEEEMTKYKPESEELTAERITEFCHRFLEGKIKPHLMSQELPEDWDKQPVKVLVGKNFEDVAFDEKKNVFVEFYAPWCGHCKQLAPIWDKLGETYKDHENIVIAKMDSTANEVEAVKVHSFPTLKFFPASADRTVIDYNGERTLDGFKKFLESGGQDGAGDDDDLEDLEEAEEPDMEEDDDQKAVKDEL
Shn3 3UTR inh: inhibitors of Schnurri-3 3'UTR reporter in osteoblasts; inhibition, % at 12.5 µM; Clone20 osteoblast Shn3 3'UTR firefly luciferase, 24 h; actives 0.52% (n = 360,000);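 active = mean inhibition of at least 75% with every replicate also reaching 75%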;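 note: 0% = median of neutral control wells and 100% = pilot-screen positive control compound; some compounds past the cut are filed as inactive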
* hit, by the source's call; · = not tested or not shown.

cpd	SMILES	Peg3 prom inh	hiPSC survival	NR2E3 ag-2	PDI inh	CaV13 ICDI inh	HIF-2a inh	H9c2 protect	Shn3 3UTR inh	MITF TRPM1 inh	m5-HT2A agonist	NR2E3 ag-1
1	NC(=O)COc1ccccc1C1=NO[C@@](CC(=O)O)(C(=O)Nc2ccc3c(c2)OCCO3)C1	-4	-0.8	14	3	-17	9	1	8	-19	7	3
2	CCc1noc(C)c1C(=O)Nc1nc(-c2ccc(OC)cc2OC)cs1	0	-0.4	38	-6	-8	-16	-7	64	4	-3	0
3	O=C(O)CCC(=O)OCC1CCCCC1	10	-1.3	0	-2	-6	18	-4	-2	7	3	2
4	CC(=O)Nc1cccc(/C(C)=N/NC(=S)NC(C)C)c1	-55	0.1	-2	-2	-5	-55	-5	-43	-15	1	1
5	O=C(CC1N=C2c3ccccc3N=C(SCc3ccccc3Cl)N2C1=O)NCc1ccco1 (stereo unspecified)	23	2.5	-11	-7	·	-10	3	7	11	-4	1
6	NC(=O)CCn1c(=O)oc2ccccc21	7	-0.4	-12	3	-4	7	4	-2	1	6	-1
7	CCn1cnc2cc(NCc3ccncc3)ccc21	-11	-1.8	-12	2	-4	-13	2	-11	4	0	-4
8	NC(=O)CSc1nnc(Cn2c(=O)sc3ccccc32)n1CCc1ccccc1	9	-2.7	-21	·	-2	7	10	2	5	-2	-2
9	O=C(C(=O)c1ccc(O)cc1)c1ccccc1	16	0.4	-37	-3	-18	6	-2	-3	8	-1	2
10	Cc1nc2sc(C(c3ccccc3)N3CCC(O)CC3)c(O)n2n1 (stereo unspecified)	9	-2.6	-12	2	·	4	4	4	20	4	-1
11	COc1ccc(OC)c(NC(=O)c2ccccc2N(C)S(=O)(=O)c2ccc(C)cc2)c1	17	-0.1	4	4	-7	10	-5	33	7	0	-2
12	O=c1cc(-c2ccc(Cl)cc2)[nH][nH]1	-19	-1.5	-16	3	-9	-7	-4	9	6	-4	0
13	COc1ccc(C)cc1NC(=O)C1COc2ccccc2O1 (stereo unspecified)	-118	-0.3	-77	-7	4	-178	-4	-20	0	-4	6
14	CCOc1ccc(NC(=O)c2ccccc2OCC(=O)c2ccc(C)cc2)cc1	-1	0.2	0	-1	-6	4	-8	12	-26	4	2
15	COc1ccccc1S(=O)(=O)NCc1ccc(C(=O)NC2CCC(O)CC2)cc1 (stereo unspecified)	1	-0.4	-21	-6	-6	2	19	-14	-3	0	7
16	CC1=C(C(=O)N2CCOCC2)CC(CC(=O)NC2CCCCC2)C(=O)N1Cc1ccccc1 (stereo unspecified)	-10	5.2	1	-6	-4	2	7	3	·	1	·
17	Cc1ccc(S(=O)(=O)NCC(=O)N2CCN(c3ccc(F)cc3)CC2)cc1	17	1.0	10	-4	·	6	-4	-5	18	-2	4
18	CCCC(C(=O)N(C)CC(=O)Nc1ccc(N2CCOCC2)cc1)c1ccccc1 (stereo unspecified)	3	-0.4	0	2	·	16	-6	-4	2	3	0
19	COc1ncnc2c1ncn2CCCNCc1ccccn1	3	7.8	-23	-2	-2	5	3	-3	·	1	·
20	CCNC(=O)c1cc2c(c(-c3cccc(-c4cccc(C(=O)N(C)C)c4)c3)n1)[C@@H](CCO)N(S(=O)C(C)(C)C)C2 (stereo partly specified)	0	2.1	-10	·	-8	5	14	-3	·	-1	·
21	CCOC(=O)c1ccccc1NC(=O)CSc1ncc(C(=O)OCC)c(N)n1	21	-2.5	-9	2	-4	7	-1	25	6	2	-2
22	C[C@@H]1COc2cc(N3CC[C@H](O)C3)ccc2S(=O)(=O)N1	·	-1.2	-5	·	-10	-7	·	·	·	7	·
23	Cc1cc(Br)cn2c(Cc3cccc(Cl)c3)c(-c3ccco3)nc12	·	-0.8	-53	·	-6	-94	·	·	·	-6	·
24	Cc1ccc([C@@H]2CC(=O)[C@@H]3CN(S(=O)(=O)c4ccc(C)cc4)[C@H](c4ccc(Cl)cc4)C[C@@H]3N2S(=O)(=O)c2ccc(C)cc2)cc1	8	0.1	-43	-8	-7	2	-2	8	·	3	·
25	COCCn1nnnc1C(c1ccc(Cl)cc1)N1CCSCC1 (stereo unspecified)	-6	1.1	4	10	-9	1	4	-44	7	0	3
26	O=C(CN1C(=O)COc2ccc(Cl)cc21)NCC1CCCO1 (stereo unspecified)	-6	-0.6	-20	2	-5	12	5	2	-2	0	0
27	O=C(Nc1ncccn1)C12CC3CC(CC(C3)C1)C2	4	0.2	15	-2	-5	20	0	11	·	1	-2
28	COc1ccccc1-c1nc(SCC(=O)Nc2cc(C)on2)c2c(=O)n(C)c(=O)n(C)c2n1	21	0.4	-3	2	-6	4	5	-9	4	-1	2
29	O=C(NCc1cccs1)c1csc2ccccc12	-125	2.1	-60	1	-8	-177	-1	-29	-26	-2	0
30	COCCN(C(=O)CCC(=O)Nc1ccccn1)C(C(=O)NC(C)(C)C)c1ccc(OC)cc1 (stereo unspecified)	1	3.5	-10	-11	-5	-2	13	1	-2	-5	1
31	C=CCN1CC(=O)N2C(c3ccccc3)c3[nH]c4ccccc4c3C[C@H]2C1=O (stereo partly specified)	23	-0.5	-14	7	-14	34	6	-7	14	5	·
32	CCOCCCn1c(SCC(=O)NCc2ccco2)nc2c(sc3ccccc32)c1=O	41	0.6	-2	-6	-3	11	19	8	-2	4	-4
33	N#CCNc1ccc([N+](=O)[O-])cc1C#N	2	1.2	-14	-3	-4	0	-6	-6	6	-3	4
34	Nc1cc(-c2ccccc2)ccc1O	-61	0.5	-54	-2	-4	-68	-2	-26	11	0	0
35	CCc1sc(C(=O)NCc2ccco2)cc1C	-45	-0.3	-7	-5	-3	-93	1	-10	-13	0	2
36	Cc1cc(C(=O)N2CCCC(N3CCN(c4cccc(C(F)(F)F)c4)CC3)C2)c(C)o1 (stereo unspecified)	17	-0.4	7	1	-3	-5	-2	20	12	-2	1
37	CCCN1CCC(=O)N([C@H](COc2ccccc2)Cc2ccccc2)CC1	8	0.5	9	0	-5	0	7	14	1	-10	3
38	O=C(NC1CC1)c1ccc(-c2ccccc2)cc1	-246	-0.8	-37	3	9	-307	-24	-72	-50	-10	3
39	Cn1ncc2c(=O)[nH]nnc21	-4	-2.2	-29	-47	-9	7	1	16	1	-3	·
40	S=C(NCC1CCCO1)N1CCN(c2nc(-c3ccc(Cl)cc3)cs2)CC1 (stereo unspecified)	20	-0.3	12	-3	-7	-11	-28	64	27	-7	6

One compound at a time (already shown). Screens in order: Peg3 prom inh	hiPSC survival	NR2E3 ag-2	PDI inh	CaV13 ICDI inh	HIF-2a inh	H9c2 protect	Shn3 3UTR inh	MITF TRPM1 inh	m5-HT2A agonist	NR2E3 ag-1
`N#CCNc1ccc([N+](=O)[O-])cc1C#N` as listed: 2	1.2	-14	-3	-4	0	-6	-6	6	-3	4
`CCc1sc(C(=O)NCc2ccco2)cc1C` as listed: -45	-0.3	-7	-5	-3	-93	1	-10	-13	0	2
`Nc1cc(-c2ccccc2)ccc1O` as listed: -61	0.5	-54	-2	-4	-68	-2	-26	11	0	0

The list continues:
cpd	SMILES	Peg3 prom inh	hiPSC survival	NR2E3 ag-2	PDI inh	CaV13 ICDI inh	HIF-2a inh	H9c2 protect	Shn3 3UTR inh	MITF TRPM1 inh	m5-HT2A agonist	NR2E3 ag-1
41	CCN1CCN(CCNC(=O)c2ccc3nc(-c4cccc(C)c4)c(-c4cccc(C)c4)nc3c2)CC1	91*	-0.6	-12	-12	-14	2	-9	5	87*	-9	-1
42	Cn1ncc(Cl)c1C(=O)Nc1ccc2c(c1)OCO2	-67	0.1	-2	-25	·	-63	1	-11	-11	-3	-1
43	NC(=O)C1(N2CCCCC2)CCN(C(=O)NC2CCCCC2)CC1	-30	7.0	-26	10	·	-25	12	4	-10	-1	2
44	Cc1ccc(C(=O)C2COC(=O)C2)cc1 (stereo unspecified)	6	-2.1	-12	-3	-9	3	-3	-15	18	-5	2
45	CCOC(=O)NC(NCC(O)c1ccccc1)(C(F)(F)F)C(F)(F)F (stereo unspecified)	3	3.9	19	-8	-5	8	2	7	8	-2	0
46	S=c1[nH]nc(-c2ccc(Br)o2)n1Cc1ccccc1	4	-3.8	0	-1	-7	-18	6	1	4	2	2
47	CC1CCN(c2ccc3c(c2)S(=O)(=O)c2cccc(C(=O)O)c2C3=O)CC1	-9	-0.3	-57	-2	-18	-2	-9	4	-4	-2	·
48	COc1ccc(C(C)(O)c2nc(-c3cc(F)cc(F)c3)cs2)cc1 (stereo unspecified)	23	0.4	18	-19	-5	1	-21	5	·	-2	·
49	C=C(C)[C@@H]1CC=C(CN2CCC(N3CCC(C(=O)N4CCCC4)CC3)CC2)CC1	10	-0.6	3	-1	-1	13	-5	72	-3	-2	4
50	CCc1nnc(NC(=O)C2CCCCC2)s1	-41	-1.5	-28	11	·	-39	4	-12	-30	-2	2
51	CC(C)(C)C(=O)NC(c1ccccc1)c1c(O)ccc2ccccc12 (stereo unspecified)	32	2.0	-5	-6	-5	13	-12	26	4	0	-1
52	CCOC(=O)C(NC(=O)CC)(Nc1cc(C)on1)C(F)(F)F (stereo unspecified)	6	3.7	-22	-4	-1	8	-1	-5	8	6	0

Values by screen from the list.
NR2E3 ag-1, nos. 42 to 52, in order: -1, 2, 2, 0, 2, ·, ·, 4, 2, -1, 0

Reformatted: 2 of the compounds above.
21: CCOC(=O)c1ccccc1NC(=O)CSc1ncc(C(=O)OCC)c(N)n1
  Peg3 prom inh: 21
  hiPSC survival: -2.5
  NR2E3 ag-2: -9
  PDI inh: 2
  CaV13 ICDI inh: -4
  HIF-2a inh: 7
  H9c2 protect: -1
  Shn3 3UTR inh: 25
  MITF TRPM1 inh: 6
  m5-HT2A agonist: 2
  NR2E3 ag-1: -2

27: O=C(Nc1ncccn1)C12CC3CC(CC(C3)C1)C2
  Peg3 prom inh: 4
  hiPSC survival: 0.2
  NR2E3 ag-2: 15
  PDI inh: -2
  CaV13 ICDI inh: -5
  HIF-2a inh: 20
  H9c2 protect: 0
  Shn3 3UTR inh: 11
  MITF TRPM1 inh: ·
  m5-HT2A agonist: 1
  NR2E3 ag-1: -2

Bioassay records deposited in PubChem BioAssay by several laboratories.
